# High-throughput results deposited in PubChem BioAssay by several laboratories.
# AHR act = human AHR activation; P35869; AHR-responsive luciferase reporter cells, luminescence; activation, % at 5 µM; 320,000 compounds, 2.5% hits; in the data active means activation above about 47%;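 further: 0% = vehicle wells and 100% = reference agonist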
# Target sequence (P35869 whole entry, looked up): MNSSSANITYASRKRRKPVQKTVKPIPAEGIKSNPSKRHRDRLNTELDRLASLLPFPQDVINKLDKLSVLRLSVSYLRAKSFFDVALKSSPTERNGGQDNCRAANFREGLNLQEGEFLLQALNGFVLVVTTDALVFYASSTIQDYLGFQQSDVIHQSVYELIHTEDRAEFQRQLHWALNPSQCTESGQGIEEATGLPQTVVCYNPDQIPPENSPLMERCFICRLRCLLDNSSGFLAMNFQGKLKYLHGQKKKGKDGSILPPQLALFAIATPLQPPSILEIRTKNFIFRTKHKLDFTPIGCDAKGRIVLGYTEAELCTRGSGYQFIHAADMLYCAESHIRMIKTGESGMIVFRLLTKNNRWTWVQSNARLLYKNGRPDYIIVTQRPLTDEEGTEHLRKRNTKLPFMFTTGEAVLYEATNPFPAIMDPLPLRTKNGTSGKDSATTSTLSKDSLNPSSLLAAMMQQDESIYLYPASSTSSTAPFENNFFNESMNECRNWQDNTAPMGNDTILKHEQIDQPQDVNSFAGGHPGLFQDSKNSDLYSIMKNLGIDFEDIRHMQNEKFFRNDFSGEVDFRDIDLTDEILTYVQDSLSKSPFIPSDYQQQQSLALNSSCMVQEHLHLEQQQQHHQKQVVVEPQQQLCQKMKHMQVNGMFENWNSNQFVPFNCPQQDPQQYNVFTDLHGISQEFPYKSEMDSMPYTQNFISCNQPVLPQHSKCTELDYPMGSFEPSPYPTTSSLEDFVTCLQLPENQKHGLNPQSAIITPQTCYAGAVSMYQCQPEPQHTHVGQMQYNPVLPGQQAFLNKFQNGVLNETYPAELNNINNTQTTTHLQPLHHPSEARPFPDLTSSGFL
# Efflux pump mplx = blocks antifungal efflux pumps in multiplex yeast assay; S. cerevisiae Candida pump triplex, Nile Red efflux; inhibition, % at 10 µM; 330,000 compounds, 0.44% hits; AID 485275;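 active means plate passing quality check with inhibition over a set limit, or well fluorescence over plate mean plus 4 SD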;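 further: Nile Red retained in pooled yeast measured as flow cytometry median fluorescence; 0% = buffer negative control and 100% = Enniatin B positive control; higher means more Nile Red kept so more efflux inhibition; some compounds called inactive have numbers as strong as hits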
# Yeast superoxide = caloric restriction mimetics inhibiting age-related superoxide in yeast | AID 2690 | 330,000 compounds, 0.18% hits | S. cerevisiae aged cells, superoxide DHE fluorescence; stronger effect = lower value | superoxide response (% of plate mean), % at 10 µM;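 active means superoxide response under a set limit, about three screen SD below normal, cut at about 65% in these data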;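 further: yeast aged for seven days with compound at 30 °C before DHE staining; 100% = average MFI of all compound-treated wells on the plate with controls excluded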
# AGP1-GFP MLPCN = yeast TOR pathway AGP1-GFP modulation; 320,000 compounds, 0.02% hits; S. cerevisiae AGP1-GFP multiplex flow cytometry, 3 h; GFP as percent of DMSO wells; GFP response vs DMSO, % at 10 µM;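 active means GFP response relative to DMSO above a set limit, near screen average plus 3 SD, cut at about 150% in these data; inconclusive means fewer than 70 cells counted for the yeast strain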;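 further: median GFP channel fluorescence of the gated AGP1 strain per well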
# CIT2-GFP yeast = alters CIT2-GFP fluorescence in TOR pathway yeast screen | 320,000 compounds, 0.065% hits | AID 2029 | S. cerevisiae CIT2-GFP strain, flow cytometry, 3 h; 100 means same as DMSO wells | GFP response vs DMSO, % at 10 µM;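 active means GFP response relative to DMSO above a set limit, near the screen mean plus 3 SD, cut at about 150% in these data; inconclusive means Fewer than 70 cells measured for a yeast strain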;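 further: ratio of well median GFP fluorescence to mean of DMSO wells on the plate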
# LAP4-GFP MLPCN = modulators of TOR pathway LAP4-GFP in S. cerevisiae; AID 2023; S. cerevisiae LAP4-GFP multiplex, flow cytometry GFP, 3 h; median GFP as percent of DMSO wells; GFP response vs DMSO, % at 10 µM; 320,000 compounds, 0.34% hits;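 active means GFP response vs DMSO above a set limit, about the screen mean plus 3 SD, cut at about 150% in these data; inconclusive means under 70 cell events counted for the yeast strain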
# MEP2-GFP yeast = alters MEP2-GFP fluorescence in TOR pathway yeast screen. S. cerevisiae MEP2-GFP strain, flow cytometry GFP, 3 h; 100% = DMSO control level. GFP response vs DMSO, % at 10 µM. 330,000 compounds, 0.51% hits;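 active means GFP response versus DMSO above a set limit, roughly screen mean plus 3 SD, cut at about 180% in these data; inconclusive means fewer than 70 cells counted for a yeast strain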;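 further: median GFP fluorescence of the barcode-gated MEP2-GFP cells per well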
# RPL19A-GFP yeast = yeast TOR pathway RPL19A-GFP modulation | S. cerevisiae RPL19A-GFP strain, flow cytometry, 3 h; stronger effect = lower value | 330,000 compounds, 0.3% hits | percent response vs DMSO, % at 10 µM | AID 2025;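 active means percent response vs DMSO below 50%; inconclusive means fewer than 70 events counted for the yeast strain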;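 further: median channel GFP fluorescence of the barcoded RPL19A-GFP strain; ratio of sample median GFP to plate DMSO average so 100% = DMSO; lower means less RPL19A-GFP as with rapamycin TOR inhibition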
# An asterisk follows results filed as active; ? = inconclusive; · = no result given; [ ] = dose if it differs, or a comment.
[1] COc1cccc(C(=O)NC2C(=O)N3C(C(=O)O)=C(COC(C)=O)CSC23)c1 (stereo not drawn)
[2] Cc1cccc(C)c1NC(=O)CN(C)C(=O)c1ccc(NS(=O)(=O)c2ccc3[nH]c(=O)[nH]c3c2)cc1
[3] CC1Cc2ccccc2N1C(=O)CN1C(=O)NC2(CCCCC2)C1=O (stereo not drawn)
[4] CC(C)(C)C(=O)NC(=S)Nc1ccc(C(F)(F)F)cc1
[5] COc1ccccc1N1C(N)=NC(N)=NC1(C)C
[6] COc1ccccc1Nc1n[nH]c(=S)s1
[7] Cc1ccccc1C(=O)Nc1ccnn1C1CCN(Cc2ccncc2)CC1
[8] CCC(=O)Nc1ccc(NC(=O)CSc2nnnn2-c2cccnc2)cc1C
[9] O=C(Nc1nc2ccccc2n1CCN1CCOCC1)c1ccccc1
[10] Cn1c(=O)c2c(n(C)c1=O)=NC1(CCCCC1)N=2
entry no.,1,2,3,4,5,6,7,8,9,10
AHR act,22,-1,0,1,-2,21,1,13,12,0
Efflux pump mplx,-0.1,-0.1,0.1,0.0,0.0,-0.1,-0.3,-0.1,0.3,-0.1
Yeast superoxide,99,101,81,107,110,100,96,95,112,108
AGP1-GFP MLPCN,96,113,91,93,102,109,96,108,120,106
CIT2-GFP yeast,84,103,83,86,100,103,104,103,118,138
LAP4-GFP MLPCN,99,96,89,106,101,110,119,96,125,104
MEP2-GFP yeast,91,108,98,93,104,107,100,98,132,108
RPL19A-GFP yeast,93,108,88,93,99,101,100,102,96,103

[11] Cc1ccc(S(=O)(=O)NCC(=O)NCc2cc(=O)n(C)c(=O)n2C)cc1C
[12] COc1ccc(CCNS(=O)(=O)c2cn(C)c(=O)n(C)c2=O)cc1
[13] Cn1cccc1Cc1nnc(SCC(N)=O)n1CCc1ccccc1
[14] C=CCN1CCN(Cc2cnc(Cl)s2)CC1
[15] COCCNc1nc(C)c(C(C)=O)s1
[16] O=C(CS(=O)(=O)c1ccc(F)cc1)Nc1nnc(-c2cccs2)o1
[17] CSC1=C(C#N)C(c2ccc(Cl)cc2)C2=C(CC(C)(C)CC2=O)N1 (stereo not drawn)
[18] ON=C1CCN(c2ncc(C(F)(F)F)cc2Cl)CC1
[19] C[C@H]1COC(=O)[C@H](CC(=O)OC(C)(C)C)C/C=C\C[C@@H](CC(=O)NCCO)C(=O)N1
[20] Cc1ccc(NC(=O)CCNS(=O)(=O)c2ccc3[nH]c(=O)oc3c2)cc1F
entry no.,11,12,13,14,15,16,17,18,19,20
AHR act,0,1,-2,1,-2,0,-5,-1,-2,0
Efflux pump mplx,0.0,0.0,0.0,0.2,0.1,0.0,-0.1,0.0,0.1,-0.1
Yeast superoxide,102,100,96,135,94,110,103,108,100,92
AGP1-GFP MLPCN,103,96,101,97,93,109,105,110,103,105
CIT2-GFP yeast,100,97,98,97,90,84,105,108,96,108
LAP4-GFP MLPCN,93,104,102,101,107,108,100,103,117,92
MEP2-GFP yeast,102,105,107,103,88,106,99,113,107,105
RPL19A-GFP yeast,97,101,99,98,88,98,96,111,96,98

[21] Cc1cc(Cl)ccc1C(=O)C1CCCN(C(=O)c2nonc2C)C1 (stereo not drawn)
[22] O=C(Nc1ccc2nc(N3CCOCC3)sc2c1)c1ccccc1
[23] Cc1ccsc1C(=O)N(Cc1nnc(-c2ccccc2Cl)o1)C1CC1
[24] CCOc1ccc(CN(C)CCc2ccccn2)cc1
[25] Cc1cc(N2CCOCC2)nc2ccc(NC(=S)N3CCCCC3C)cc12 (stereo not drawn)
[26] COc1ccc(C(CNC(=O)c2cccc(NS(=O)(=O)c3ccccc3)c2)N(C)C)cc1 (stereo not drawn)
[27] CCCOc1ccccc1C(=O)N(Cc1cccs1)C1CCS(=O)(=O)C1 (stereo not drawn)
[28] O=C(CSC(=S)N1CCOCC1)c1cc2ccccc2oc1=O
[29] COc1ccccc1CCC(=O)N(CCC1=CCCCC1)c1c(N)n(Cc2ccccc2)c(=O)[nH]c1=O
[30] O=C(CC1S/C(=N/N=C/c2ccco2)NC1=O)Nc1cccc(Cl)c1Cl (stereo not drawn)
entry no.,21,22,23,24,25,26,27,28,29,30
AHR act,-1,20,-1,2,15,2,-2,14,6,-1
Efflux pump mplx,0.0,0.2,0.0,0.0,0.0,-0.4,0.0,0.0,0.0,0.1
Yeast superoxide,104,96,103,96,122,97,111,97,98,99
AGP1-GFP MLPCN,106,97,96,103,100,106,94,106,98,110
CIT2-GFP yeast,97,89,79,101,106,105,96,103,87,102
LAP4-GFP MLPCN,111,105,164*,101,107,103,93,102,99,109
MEP2-GFP yeast,93,101,98,102,104,108,103,102,96,107
RPL19A-GFP yeast,97,100,84,102,103,105,96,104,94,102

[31] O=C1CC(c2ccco2)CC(O)=C1C=Nc1ccccc1-c1ccccc1 (stereo not drawn)
[32] Cc1noc(C)c1COc1ccc(C(=O)OCC(=O)NC23CC4CC(CC(C4)C2)C3)cc1
[33] Cc1ccc(C)c(OCC(=O)N/N=C\c2cccn2C)c1
[34] Cc1ccc(NC(=O)CCn2cnc3ccccc3c2=O)cc1Cl
[35] CCC1CCCCN1c1nc2c(C=O)c(C)nn2c2ccccc12 (stereo not drawn)
[36] O=C(Cc1ccccc1)NNC1CC(=O)N(c2ccccc2)C1=O (stereo not drawn)
[37] COC(=O)Nc1nc(C)c(C(=O)N(C)C)s1
[38] CCOCCCNc1ccc(N2C(=O)C3CCCCC3C2=O)cc1[N+](=O)[O-] (stereo not drawn)
[39] Cc1ccc(C(=O)N/C(=C\c2cccs2)C(=O)NCc2ccncc2)cc1
[40] Nc1cc(=O)[nH]c(SCCSc2ccccc2)n1
entry no.,31,32,33,34,35,36,37,38,39,40
AHR act,3,0,4,0,18,0,0,4,-3,-2
Efflux pump mplx,-0.2,0.2,0.0,0.0,-0.1,0.1,-0.1,0.0,0.3,0.0
Yeast superoxide,95,109,132,89,119,102,92,88,118,102
AGP1-GFP MLPCN,92,106,96,100,96,88,90,99,101,98
CIT2-GFP yeast,99,99,102,107,100,90,87,105,102,97
LAP4-GFP MLPCN,99,102,107,97,93,89,86,106,99,90
MEP2-GFP yeast,115,105,104,98,103,88,94,96,101,97
RPL19A-GFP yeast,90,100,100,94,103,94,89,106,·,99

# 3 structures already listed, sorted by SMILES length, highest first.
[32] Cc1noc(C)c1COc1ccc(C(=O)OCC(=O)NC23CC4CC(CC(C4)C2)C3)cc1
[39] Cc1ccc(C(=O)N/C(=C\c2cccs2)C(=O)NCc2ccncc2)cc1
[37] COC(=O)Nc1nc(C)c(C(=O)N(C)C)s1
entry no.,32,39,37
AHR act,0,-3,0
Efflux pump mplx,0.2,0.3,-0.1
Yeast superoxide,109,118,92
AGP1-GFP MLPCN,106,101,90
CIT2-GFP yeast,99,102,87
LAP4-GFP MLPCN,102,99,86
MEP2-GFP yeast,105,101,94
RPL19A-GFP yeast,100,·,89

# (list continues)
[41] O=C(NCCC1CC1(Cl)Cl)Nc1ccccc1 (stereo not drawn)
[42] COc1ccc(/C=N/NC(=O)c2ccc(Br)o2)cc1Cn1cc([N+](=O)[O-])cn1
[43] CCOc1ccc(N2C(=O)CC(Sc3ncccn3)C2=O)cc1 (stereo not drawn)
[44] O=S(=O)(Nc1cc(Sc2cccc3cccnc23)c(O)c2ccccc12)c1ccc(F)cc1
[45] Cc1ccc(C(=O)Nc2sc(C(=O)N(C)C)c(C)c2C#N)cc1
[46] Cc1nnc(N2C(=O)c3oc4ccccc4c(=O)c3C2c2ccco2)s1 (stereo not drawn)
[47] CCNS(=O)(=O)c1ccc(NC(=S)NCc2ccco2)cc1
[48] Cc1ccc(/C=C2/SC(=S)N(CCC(=O)NCCCN3CCOCC3)C2=O)cc1
[49] COc1cc(-c2ccccc2)[nH]c(=S)n1
[50] Cc1nc(C)c(C(=O)C2=C(O)C(=O)N(CCN3CCOCC3)C2c2cccs2)s1 (stereo not drawn)
entry no.,41,42,43,44,45,46,47,48,49,50
AHR act,-2,32,-2,85*,7,8,0,-2,2,4
Efflux pump mplx,0.0,0.3,0.1,-0.1,-0.1,0.2,-0.2,0.1,0.3,-0.1
Yeast superoxide,100,111,96,132,104,106,123,100,76,94
AGP1-GFP MLPCN,110,101,101,97,96,104,15[may fluoresce violet],98,96,101
CIT2-GFP yeast,103,102,92,97,108,100,?,98,102,96
LAP4-GFP MLPCN,119,99,95,109,97,110,99[may fluoresce violet],105,102,93
MEP2-GFP yeast,109,101,104,100,101,114,113[may fluoresce violet],95,88,94
RPL19A-GFP yeast,103,108,96,98,102,102,93[may fluoresce violet],98,97,96

[51] CCS(=O)(=O)N1CCC(C(=O)NCc2ccc(OC)cc2)CC1
[52] COc1ccc(F)cc1C(=O)C1CCCN(Cc2ccc(Sc3nncn3C)o2)C1 (stereo not drawn)
[53] C[C@H](NC(=O)c1ccco1)C(=O)NNC(=O)COc1cccc(C(F)(F)F)c1
[54] CCOc1ccc(NC(=O)COC(=O)C23CC4CC(CC(C4)C2)C3)c([N+](=O)[O-])c1
[55] CCOc1ccc(C(=O)Nc2nnc(S(=O)(=O)Nc3ccccc3C)s2)cc1
[56] O=C(CSc1nn(-c2ccc(F)cc2)c(=S)s1)NCC1CCCO1 (stereo not drawn)
[57] CC(C)COC(=O)n1c(SCC(N)=O)nc2ccccc21
[58] O=C(CNc1cccc(S(=O)(=O)N2CCCC2)c1)Nc1cccc(F)c1
[59] O=C(c1ccc(Cl)cc1)N1CCN(CCc2ccccn2)CC1
[60] CCOC(=O)C1=C(O)/C(=C/c2ccc(CNC(=O)C(=O)Nc3ccc(C)cc3)o2)N=C1C
entry no.,51,52,53,54,55,56,57,58,59,60
AHR act,1,4,1,1,10,6,7,7,·,4
Efflux pump mplx,0.1,0.1,-0.1,-0.1,0.2,0.1,0.1,0.1,0.6,0.4
Yeast superoxide,118,104,99,113,129,112,95,118,97,123
AGP1-GFP MLPCN,97,97,102,106,91,108,95,98,95,105
CIT2-GFP yeast,98,100,99,103,87,105,88,92,93,100
LAP4-GFP MLPCN,102,91,104,109,99,98,100,95,90,103
MEP2-GFP yeast,95,101,107,124,94,104,89,92,110,106
RPL19A-GFP yeast,90,101,100,106,92,104,95,99,102,102

[61] CCn1cc(C(=O)O)c(=O)c2cc(F)c(N3CCN(C(=S)NC(=O)c4ccc(OC)cc4)CC3)cc21
[62] Cc1cc(C)nc(SCc2cc(=O)c(OC(=O)c3ccco3)co2)n1
[63] C=CCN1C(=O)c2ccc(C(=O)N3CCC(C(N)=O)CC3)cc2C1=O
[64] CCOC(=O)c1cc(-c2ccc(OC)cc2)n(CCC(=O)NCCN2CCC(C)CC2)c1C
[65] O=C(CSc1nnnn1-c1ccc2c(c1)OCO2)NCc1ccccc1
[66] CCCCn1c(N)c(N(CCC(C)C)C(=O)C2CCCN(C(=O)c3ccc(Cl)cc3)C2)c(=O)[nH]c1=O (stereo not drawn)
[67] CSCC(C)N1CCC(n2nccc2NC(=O)CCOc2ccccc2)CC1 (stereo not drawn)
entry no.,61,62,63,64,65,66,67
AHR act,-1,3,2,-1,4,-2,-1
Efflux pump mplx,-0.1,0.0,0.0,0.4,-0.1,0.0,-0.4
Yeast superoxide,84,98,105,109,100,99,86
AGP1-GFP MLPCN,97,93,97[may fluoresce violet],102,101,100,106
CIT2-GFP yeast,106,81,?,104,112,86,111
LAP4-GFP MLPCN,88,108,85[may fluoresce violet],89,100,107,99
MEP2-GFP yeast,107,98,87[may fluoresce violet],98,104,96,104
RPL19A-GFP yeast,96,96,103[may fluoresce violet],105,100,93,109
